XIAP displacement: XIAP antagonists, biochemical, IAP family, fluorescence polarization (AID 1018). 0.007% of 200,000 active. displacement, % at 20 µM; hits with a dose series show IC50 in µM. XIAP BIR domain, fluorescence polarization peptide displacement; higher % means a stronger effect; in the data active means displacement above about 50%; further: a part of the inactive calls stands beside numbers as strong as those of hits
Hep lipid drop: modulators of hepatic lipid droplet formation; AID 1656; inhibition, % at 6.5 µM; AML12 mouse hepatocytes, oleate lipid droplets, BODIPY imaging; 0.4% of 240,000 active;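 active means lipid droplet intensity inhibited by at least 50%, with more than 500 cells counted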
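material = mouse AML12 hepatocyte cell line, fixed after treatment | also added = 100 µM oleic acid challenge | doses = compound at 6.5 µM only | schedule = overnight exposure | technique = Image-based BODIPY and DAPI two-channel analysis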
P. falciparum M1AAP: P. falciparum M1AAP inhibitors, biochemical, fluorogenic H-Leu-NHMec substrate, 1536-well (AID 1445); recombinant M1AAP, H-Leu-NHMec fluorogenic kinetic assay; higher % means a stronger effect; inhibition, % at 30 µM, or IC50 in µM where a hit was titrated; 0.42% of 220,000 active;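 active means primary inhibition above the hit cutoff, then over 50% inhibition at one or more dose response concentrations, cut at about 23% in these data, passing the limit was not always enough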;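 further: plate controls were DMSO full reaction for no effect and no enzyme background for full effect; strong numbers were not always called active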
AID2073: disruptors of CaV2.2 binding to Mint1 – biochemical, HTRF (AID 2073). inhibition, % at 20 µM; hits with a dose series show IC50 in µM. 0.19% of 290,000 active. HTRF protein-protein interaction, Mint1-CaV2.2; higher % means a stronger effect; in the data active means inhibition mostly above about 51%, no sharp cut-off; further: some results filed as inactive read as strong as hits
CSM14.1 death rescue: protection against thapsigargin-triggered cell killing – 384-well, CSM14.1, ATP luminescence, primary screen (AID 1222) | 190,000 tested, under 10 active | one-dose cellular ATP content (survival), % at 20 µM; EC50 in µM for titrated hits | CSM14.1 thapsigargin-induced death rescue, ATP luminescence; higher % means a stronger effect;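 active means EC50 below 50 µM in the dose-response confirmation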;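 further: death triggered by thapsigargin at about 15 µM added after 2 h compound pretreatment; cell ATP read after overnight thapsigargin exposure of roughly 18 to 22 hours; normalized against plate controls of thapsigargin alone and 5% DMSO vehicle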
LYP phosphatase: PTPN22 lymphoid phosphatase activity blockers – biochemical, fluorescence intensity, uHTS (AID 1779). 0.054% of 290,000 active. inhibition, % at 11.5 µM; hits with a dose series show IC50 in µM. recombinant LYP phosphatase, fluorescence intensity; higher % means a stronger effect;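 further: plate controls were vehicle with enzyme for no effect and no enzyme for full effect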
Siah-1 displacement: blockers of Siah-1 interaction with plectin peptide – biochemical, fluorescence polarization, rhodamine-plectin, uHTS, primary screen (AID 1817); displacement, % at 20 µM; hits with a dose series show IC50 in µM; 0.02% of 290,000 active; Siah-1 / rhodamine-plectin peptide fluorescence polarization; higher % means a stronger effect;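 active means displacement of at least 50% at 20 µM, with a fluorescence ratio check between 0.3 and a set limit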;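 further: plate controls were Siah plus tracer with DMSO for no effect and tracer alone without Siah for full effect; strong numbers were not always called active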
HEK293 NOD2/NF-kB: NOD2 signaling inhibitors, cell-based, luminescence, uHTS, HEK293 (AID 1566) | inhibition, % at 4 µM; hits with a dose series show EC50 in µM | HEK293 NOD2/NF-kB luciferase reporter, luminescence; higher % means a stronger effect | 0.63% of 290,000 active; further: many of its hits are not listed in these tables
P. falciparum M17LAP: P. falciparum M17LAP inhibitors, primary screen, biochemical, fluorogenic H-Leu-NHMec substrate, 1536-well (AID 1619); inhibition, % at 30 µM; hits with a dose series show IC50 in µM; 0.38% of 220,000 active; recombinant M17LAP, H-Leu-NHMec fluorogenic kinetic assay; higher % means a stronger effect;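 active means compound inhibiting the enzyme by more than half at any dose during confirmatory dose-response retesting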;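 further: plate controls were full reaction with DMSO carrier for no effect and no enzyme background for full effect; strong numbers were not always called active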
Hep lipid drop cells 6.5 µM: second read-out of Hep lipid drop, no call of its own (marks repeat the call); cell count; measured here: cell count, cytotoxicity flag;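 cells counted across two imaged fields per well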
Numbers without * were called inactive; / = no result given. Unless noted, no stated cut-off is given here; in the data, active means inhibition above about 50%; inactive means the rest. Not all compounds are listed (hit frequency here may not be typical).

SMILES | XIAP displacement | Hep lipid drop | Hep lipid drop cells 6.5 µM | P. falciparum M1AAP | AID2073 | CSM14.1 death rescue | LYP phosphatase | Siah-1 displacement | HEK293 NOD2/NF-kB | P. falciparum M17LAP
CCOc1cc(Cl)c(S(=O)(=O)NCCCn2ccnc2)cc1Cl | / | -0.2 | 827 | / | 1.6% | / | -9.5% | -3.1% | 47.0% | /
CC(=O)c1cc2c(cc1NS(=O)(=O)c1ccc(C)cc1)OCO2 | -1.0% | -3.3 | 773 | 7.6% | -5.9% | 0.2% | -6.0% | 2.5% | -4.8% | 6.1%
Cc1ccc(NC(=O)Cn2ccc([N+](=O)[O-])n2)cc1C | 2.5% | 13.8 | 720 | -0.5% | 1.7% | 1.3% | -9.2% | 1.1% | 15.3% | 3.8%
COc1ccc(C(=O)O/N=C(\N)c2ccc(OC)c(OC)c2)cc1 | / | -1.2 | 836 | / | -1.3% | / | -3.7% | 0.2% | -37.3% | /
Cc1ccc(S(=O)(=O)NC2=NCN(CCOC(=O)c3ccc([N+](=O)[O-])cc3)CN2)cc1 | -3.1% | -6.0 | 755 | -6.0% | 0.2% | -0.6% | -7.1% | -0.1% | -6.2% | 9.4%
COc1cccc(C2C(C#N)=C(N)Oc3cc(C)n(Cc4ccccn4)c(=O)c32)c1OC (stereo unspecified) | -1.5% | / | / | 2.3% | 3.1% | -0.4% | -0.2% | 3.2% | 0.7% | -11.6%
CCOC(=O)c1c(C)oc2c1c(C(c1cccnc1)N1CCCCC1)c(O)c1ccccc12 (stereo unspecified) | -9.8% | 8.3 | 742 | 6.0% | -8.3% | -4.1% | 8.4% | 2.4% | -7.9% | 3.7%
c1csc(CSc2nc3ccccc3s2)c1 | -2.4% | / | / | 0.8% | 6.0% | 2.6% | -11.8% | 0.1% | -58.5% | -4.6%
NC(=O)c1nsc(C(=O)N(c2ccc(F)cc2)C(C(=O)NCC2CCCO2)c2c[nH]c3ccccc23)c1N (stereo unspecified) | / | -4.7 | 650 | / | 7.2% | / | -3.5% | 5.2% | 10.1% | /
CCC(=O)Nc1cccc(-c2cc3ccccc3oc2=O)c1 | 1.4% | -0.3 | 713 | 8.4% | -2.5% | 0.0% | -3.3% | 4.9% | -14.0% | 23.6%
NC(=O)c1nsc(C(=O)N(CC(=O)NCc2ccc3c(c2)OCO3)C2CCCC2)c1N | -6.9% | / | / | 10.0% | 2.7% | -0.4% | -6.4% | -3.0% | 2.1% | 14.9%
COc1cccc(OC)c1C(=O)Nc1ccc2c(c1)N(S(=O)(=O)c1cccs1)CCC2 | / | -2.0 | 757 | / | 1.0% | / | 8.4% | -1.3% | -2.7% | /
O=C(N/N=C/c1cccc([N+](=O)[O-])c1)C1CC(=O)N(c2ccc(Br)cc2)C1 (stereo unspecified) | -0.9% | 5.8 | 678 | -0.5% | 4.7% | -1.5% | -0.5% | -2.3% | 10.0% | -10.8%
COc1ccc(C(=O)Nc2cccc(C(=O)N3CCCCC3)c2)cc1 | / | -2.5 | 654 | / | 11.9% | / | -12.8% | -4.5% | 15.5% | /
COc1cccc(-c2nc(CS(=O)(=O)CC(=O)NC3CCCCC3C)c(C)o2)c1 (stereo unspecified) | / | -4.3 | 758 | / | 3.9% | / | -12.5% | 1.2% | -4.5% | /
O=C(NCc1ccccn1)c1cc2n(n1)C(C(F)(F)F)CC(c1ccco1)N2 (stereo unspecified) | -5.2% | -2.4 | 737 | 5.7% | 22.3% | 2.4% | -7.4% | 0.5% | -16.3% | 7.0%
COc1ccc(CNC(=O)C(c2ccccc2F)N(C(=O)c2csnn2)C2CC2)cc1 (stereo unspecified) | / | 0.8 | 762 | / | 1.7% | / | -10.5% | 0.9% | -9.9% | /
COc1ccc(OC)c(S(=O)(=O)N2CCN(CC(O)COc3ccccc3)CC2)c1 (stereo unspecified) | / | -59.4 | 742 | / | -7.8% | / | -3.3% | -3.1% | -21.0% | /
O=C(NC(=S)Nc1cc(Cl)ccc1O)c1cccc(Br)c1 | / | -12.4 | 673 | -2.7% | -4.3% | / | -2.2% | -8.0% | 31.5% | 3.7%
COc1ccc(S(=O)(=O)NCC2CCCO2)cc1C(=O)O (stereo unspecified) | / | -18.5 | 402 | / | 11.7% | / | -12.6% | -4.3% | -12.0% | /
CN1CCN(NC(=O)Nc2ccc([N+](=O)[O-])cc2)CC1 | / | 15.1 | 641 | / | -5.3% | / | -2.8% | -1.1% | 4.8% | /
CCOc1ccccc1NC(=O)NC(C)c1ccc2c(c1)OCO2 (stereo unspecified) | / | -36.7 | 840 | / | 10.5% | / | -8.2% | -5.2% | 5.3% | /
C[C@@H]1C(=O)O[C@H]2[C@H](O)[C@@]34[C@H]5C[C@@H](C(C)(C)C)[C@]36[C@@H](OC(=O)[C@@H]6O)O[C@@]4(C(=O)O5)[C@@]12O | / | -3.6 | 839 | / | 8.1% | / | -8.9% | 5.6% | 14.8% | /
CC(=O)[C@@H]1[C@@H]2C(=O)N(c3ccccc3F)C(=O)[C@@H]2[C@H]2c3ccccc3C=NN12 | / | -13.1 | 661 | -1.1% | -2.2% | / | -2.8% | 1.0% | 8.5% | 4.3%
O=C(Nc1cc(Cl)ccc1N1CCOCC1)c1ccco1 | / | -12.5 | 711 | / | 9.0% | / | -5.6% | 0.4% | 11.2% | /

Next section
SMILES | XIAP displacement | Hep lipid drop | Hep lipid drop cells 6.5 µM | P. falciparum M1AAP | AID2073 | CSM14.1 death rescue | LYP phosphatase | Siah-1 displacement | HEK293 NOD2/NF-kB | P. falciparum M17LAP
O=S(=O)(c1ccc(S(=O)(=O)N2CCC(O)CC2)cc1)N1CCCC1 | / | 10.2 | 829 | / | 2.6% | / | -7.9% | 8.1% | 10.4% | /
COc1ccc(C(=O)C2CCCN(Cc3ccc4nonc4c3)C2)c(OC)c1 (stereo unspecified) | -3.6% | -5.0 | 685 | 2.8% | 1.0% | 0.1% | 0.3% | 2.1% | -24.7% | -6.3%
CC(C)(C)c1cc(CN2CCCCC2)cc(C(C)(C)C)c1O | -5.7% | -8.8 | 782 | 3.8% | 0.7% | -2.6% | -7.4% | 1.8% | -6.2% | 7.9%
O=C(COC(=O)c1n[nH]c2ccccc12)Nc1ccc(Cl)cc1[N+](=O)[O-] | 0.7% | -17.8 | 714 | 3.4% | 9.9% | 0.2% | -2.1% | 7.5% | 8.9% | -1.6%
CCCCN(CC)CCCNC(=S)Nc1ccc2nc3n(c(=O)c2c1)CCCCC3 | -4.3% | -3.5 | 682 | 4.1% | -11.0% | -2.0% | -10.0% | 1.7% | 1.5% | -0.4%
Cc1cc(C)cc(C(=O)NC(CC(N)=O)c2ccc(NC3CCCCCC3)c([N+](=O)[O-])c2)c1 (stereo unspecified) | / | 2.9 | 730 | 1.9% | 8.0% | / | -2.7% | 14.9% | 27.7% | -8.7%
CCOC(=O)C(NCCc1ccccc1)(NC(=O)CC)C(F)(F)F (stereo unspecified) | -1.3% | 6.0 | 597 | 3.4% | 5.4% | 0.9% | 3.0% | 12.6% | 17.9% | 11.6%
O=C(Nc1cc(=O)c2ccccc2o1)N1CCOCC1 | -2.1% | -2.3 | 733 | -1.9% | 3.3% | 1.6% | -3.7% | -1.1% | 5.5% | 6.2%
CCN1C(=O)C(CC(=O)Nc2ccc(OC)cc2)N(CCCN2CCN(c3ccc(OC)cc3)CC2)C1=S (stereo unspecified) | 1.4% | -26.6 | 738 | 7.6% | -10.5% | 2.3% | 1.3% | -8.7% | -41.2% | 11.3%
CCC(Oc1ccc(Br)cc1)C(=O)N1CCN(c2ncccn2)CC1 (stereo unspecified) | / | 9.7 | 815 | / | 0.5% | / | -7.2% | 4.9% | 9.2% | /
O=C(O)c1cccc(NC(=O)c2cn(-c3ccccc3)nc2-c2cc3ccccc3o2)c1 | -2.7% | 17.5 | 707 | 7.7% | 19.2% | -0.4% | 9.0% | 28.7% | -12.5% | 5.5%
CCn1c(CCNC(=O)c2ccc(Cl)cc2)nnc1SCC(=O)NC1CCCC1 | -2.9% | 23.5 | 637 | 12.7% | 29.5% | 0.2% | -9.7% | -5.1% | 1.6% | 2.3%
Cc1cc(C)c(C)c(OC(=O)c2sc(Cl)nc2C)c1 | -2.3% | 7.2 | 614 | 0.1% | -3.5% | -2.2% | -2.0% | -6.7% | -27.0% | -11.2%
COc1ccc(NC(=O)c2cccc3c(Br)cccc23)cc1 | / | -0.3 | 786 | / | 12.9% | / | -5.7% | 3.6% | -2.1% | /
Cc1ccc(C)c(C(=O)COC(=O)c2cc([N+](=O)[O-])ccc2NCCO)c1 | -5.1% | -1.3 | 694 | 3.4% | -4.4% | 3.1% | -3.1% | 3.5% | 12.1% | -8.6%
COc1ccc(-c2nc(CN3CCC(C(=O)N4CCOCC4)CC3)c(C)o2)cc1OC | / | -3.9 | 729 | / | -3.8% | / | -13.5% | -0.9% | 11.4% | /
CCC(C)(C(=O)NC1CCCC1)N(C(=O)CC1NC(=O)NC1=O)c1ccc(C)cc1 (stereo unspecified) | -4.7% | 5.7 | 756 | 2.7% | 5.1% | -2.7% | -7.3% | 5.8% | 11.1% | 7.3%
c1ccc(Nc2nnc(-c3cccc4ccccc34)o2)cc1 | / | -19.1 | 653 | 2.0% | 14.9% | / | -8.7% | 5.2% | -53.9% | 0.5%
Cc1ccc(N2C(=O)C(O)(C(F)(F)F)C3=C2CC(C)(C)CC3=O)cc1 (stereo unspecified) | -5.9% | 11.0 | 627 | 10.0% | 2.9% | 0.6% | -2.2% | 1.5% | 9.8% | 3.9%
Cc1ccc(/C(N)=N/OC(=O)c2cc(-c3ccccc3)nc3ccccc23)cc1 | -4.4% | / | / | 3.0% | -6.6% | -0.2% | -4.9% | 7.2% | -21.6% | -0.2%
O=C1NC(NS(=O)(=O)c2ccccc2)(C(F)(F)F)C(=O)N1c1cccc(Cl)c1 (stereo unspecified) | / | -0.2 | 877 | / | 7.7% | / | -2.7% | -4.7% | -19.9% | /
COc1ccc(/C=N/NC(=O)c2cccc(NC(=O)c3ccccc3)c2)c(C(=O)O)c1OC | -1.8% | -34.2 | 545 | 1.8% | 0.3% | 2.4% | -4.2% | 6.4% | 3.3% | 15.5%
CCOC(=O)C1CCN(C(=O)CCc2c(C)nc3cc(-c4ccc(OC)cc4OC)nn3c2C)CC1 | 0.8% | -1.6 | 807 | 3.7% | 14.1% | 2.0% | -1.9% | -12.4% | -13.5% | 3.8%
O=C(O)CCNC(=O)c1ccccc1 | -4.6% | 5.1 | 690 | 1.6% | 4.2% | -1.4% | -2.6% | 9.9% | 10.0% | -8.0%

2 compounds from above, showing only Siah-1 displacement, HEK293 NOD2/NF-kB and LYP phosphatase:
canonical_smiles	Siah-1 displacement	HEK293 NOD2/NF-kB	LYP phosphatase
CCn1c(CCNC(=O)c2ccc(Cl)cc2)nnc1SCC(=O)NC1CCCC1	-5.1%	1.6%	-9.7%
Cc1cc(C)c(C)c(OC(=O)c2sc(Cl)nc2C)c1	-6.7%	-27.0%	-2.0%

From PubChem BioAssay
